Screening data deposited in PubChem by National Center for Advancing Translational Sciences (NCATS).
TrxR1 substrate: qHTS Assay for Substrates of Mammalian Selenoprotein Thioredoxin Reductase 1 (TrxR1): qHTS; purified TrxR1 substrate turnover, NADPH consumption readout; Potency, µM (highest dose often 114 µM), inactives show at the highest dose activity change, negative = substrate turnover; hit rate 0.01% among 390,000; AID 588456, 2011; also: potency is read from the fitted curve at half-maximal effect; % is scaled to controls: 0 for no effect and ±100 for the full control effect; nearly all actives have a fitted effect of over 50% in size
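Rat TrxR1, dispensed at 90 nM, was prereduced with 400 uM NADPH (final) for 5 min at ~22 deg C, then incubated with compound 15 min before 400 uM selenite. A first-read NADPH fluorescence drop versus no-compound background flagged substrates.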
TrxR1 inh: qHTS Assay for Inhibitors of Mammalian Selenoprotein Thioredoxin Reductase 1 (TrxR1): qHTS | hit rate 1% among 390,000 | recombinant rTrxR1, NADPH fluorescence consumption, selenite substrate | AID 588453, 2011 | Thioredoxin reductase 1, cytoplasmic (Rattus norvegicus), O89049 | Potency, µM (highest dose often 114 µM), for the others: top-dose activity change, negative = inhibition, actives largely listed as inhibitors; also: potency is read from the fitted curve at half-maximal effect; % is scaled to controls: 0 for no effect and ±100 for the full control effect; nearly all actives have a fitted effect of over 65% in size
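Rat TrxR1 (90 nM in the dispensed reagent) was pre-reduced with 400 uM NADPH for 5 min at room temperature, then incubated with compound for 15 min. After 400 uM selenite was added, NADPH fluorescence (Ex 340/Em 450 nm) was followed for 8 min.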
TRHR agonist: qHTS for Small Molecule Agonists and Allosteric Enhancers of Human TRH Receptor: Primary Screen for Agonists; TRHR cells, calcium flux fluo-8, FDSS agonist mode; activation, % at 2 µM; Thyrotropin-releasing hormone receptor (Homo sapiens), P34981; AID 493084, 2011; hit rate 0.18% among 360,000; in the data active = activation above about 30%; also: 0% is about no effect
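In this calcium-flux screen, cells bearing human TRHR are dye-loaded with fluo-8, baselined for 10 cycles, then exposed to library compounds; positive kinetic calcium responses during the agonist phase mark hits, with TRH as control.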
TRHR PAM: qHTS for Small Molecule Agonists and Allosteric Enhancers of Human TRH Receptor: Primary Screen for Enhancers; AID 493056, 2011; hit rate 0.66% among 360,000; enhancement, % at 2 µM; Thyrotropin-releasing hormone receptor (Homo sapiens), P34981; TRHR cells, fluo-8 calcium fluorescence, EC20 TRH enhancement; in the data active = enhancement above about 30%; also: 0% is about no effect
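TRHR-expressing cells loaded with fluo-8 calcium dye were read kinetically (ex 480/em 530) during compound addition, then stimulated with an EC20 of TRH (10 nM final). Enhancement of the Gq-mediated intracellular calcium response was scored.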
mIDH1 inhibitor: qHTS for Inhibitors of mutant isocitrate dehydrogenase 1 (IDH1): qHTS | Potency, µM (titrated, usually from 76.6 µM), for the others: at the top dose activity change, negative = inhibition, hits mostly inhibitors | Isocitrate dehydrogenase [NADP] cytoplasmic (Homo sapiens), O75874 | IDH1-R132H enzyme, NADPH consumption, diaphorase/resazurin fluorescence | hit rate 0.093% among 390,000; also: potency is read from the fitted curve at half-maximal effect; % is scaled to controls: 0 for no effect and ±100 for the full control effect; nearly all actives have a fitted effect of over 65% in size
Target sequence (O75874 whole entry R132H, stated change not applied): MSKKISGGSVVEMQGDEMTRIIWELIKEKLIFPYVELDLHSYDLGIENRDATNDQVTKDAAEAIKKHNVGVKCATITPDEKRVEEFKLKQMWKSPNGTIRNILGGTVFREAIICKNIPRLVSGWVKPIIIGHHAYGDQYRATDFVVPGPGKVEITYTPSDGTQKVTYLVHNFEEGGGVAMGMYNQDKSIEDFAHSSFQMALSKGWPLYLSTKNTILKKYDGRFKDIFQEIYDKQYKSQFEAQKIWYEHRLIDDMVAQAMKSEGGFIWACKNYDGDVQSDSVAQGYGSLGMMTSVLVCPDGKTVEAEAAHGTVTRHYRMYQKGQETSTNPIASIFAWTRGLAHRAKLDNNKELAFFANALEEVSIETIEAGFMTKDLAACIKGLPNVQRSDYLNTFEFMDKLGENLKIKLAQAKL
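IDH1-R132H (0.5 ug/mL dispensed) in pH 7.5 Tris buffer was preincubated 30 min with compound, then given a substrate mix of 0.016 mM NADPH and 2 mM alpha-KG for 80 min at room temperature; remaining NADPH was read by diaphorase/resazurin fluorescence.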
PI4K2A inh: qHTS for small molecular inhibitors of PI4K2A | Phosphatidylinositol 4-kinase type 2-alpha (Homo sapiens), Q9BTU6 | purified PI4K2A, ADP-Glo luminescence, 1 h; active compounds read low | activity change, negative = inhibition, % at 76.9 µM | hit rate 0.13% among 420,000; in the data active = activity change below about -50%; inconclusive = mostly about -30% to -49%;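 also: -100% = wells without enzyme as full effect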
Target sequence (Q9BTU6 whole entry, looked up): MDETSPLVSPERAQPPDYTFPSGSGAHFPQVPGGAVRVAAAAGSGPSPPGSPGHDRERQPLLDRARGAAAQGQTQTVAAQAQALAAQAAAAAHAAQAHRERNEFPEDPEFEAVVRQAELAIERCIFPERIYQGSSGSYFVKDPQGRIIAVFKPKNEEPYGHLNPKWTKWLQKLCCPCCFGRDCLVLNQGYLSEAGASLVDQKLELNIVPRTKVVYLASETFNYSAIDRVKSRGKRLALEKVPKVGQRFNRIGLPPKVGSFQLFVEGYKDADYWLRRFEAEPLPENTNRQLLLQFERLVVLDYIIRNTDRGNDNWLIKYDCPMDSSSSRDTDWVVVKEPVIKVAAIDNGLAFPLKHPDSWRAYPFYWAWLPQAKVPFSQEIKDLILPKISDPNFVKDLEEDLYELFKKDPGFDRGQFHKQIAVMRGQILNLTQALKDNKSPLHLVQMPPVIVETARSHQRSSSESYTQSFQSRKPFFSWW
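In this quantitative HTS, ADP production by PI4K2A was quantified luminescently after 1 h at ambient temperature; 100 microM adenosine served as plate-quality control.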
USP1-UAF1 inh: Inhibitors of USP1/UAF1: Primary Screen; Ubiquitin carboxyl-terminal hydrolase 1 (Homo sapiens), O94782; recombinant USP1/UAF1, Ub-Rhodamine cleavage fluorescence; Potency, µM (series often up to 57.1 µM), inactives show at the highest dose activity change, negative = inhibition, actives largely listed as inhibitors; hit rate 0.23% among 390,000; AID 743255, 2014; also: potency is read from the fitted curve at half-maximal effect; % is scaled to controls: 0 for no effect and ±100 for the full control effect; nearly all actives have a fitted effect of over 60% in size; inactives centre near -12
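Step one: compound is pinned into 1nM USP1/UAF1 in HEPES pH 7.8 buffer with TCEP. Step two: 15 min room-temperature incubation. Step three: Ub-Rho (150nM final) starts cleavage, tracked by fluorescence over six one-minute reads.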
D2 ag: HTS Assay for Allosteric Agonists of the Human D2 Dopamine Receptor: Primary Screen for Agonists. HEK293 T-REx D2 cells, calcium flux agonist mode. activation, % at 2 µM. hit rate 0.53% among 340,000. AID 485358, 2010;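 active = activation over 3 SD above normal in the single-dose calcium agonist read, cut at about 30% in these data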; also: 0% is about no effect
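Calcium-flux readout, 1 cycle/sec over 180 s following compound pin transfer, in inducible HEK293 Trex D2 cells (force-coupled); dopamine controls included. Positive calcium responses during this window marked compounds as potential agonists.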
D2 antag: HTS Assay for Allosteric Antagonists of the Human D2 Dopamine Receptor: Primary Screen for Antagonists. D(2) dopamine receptor (Homo sapiens), P14416. HEK293 TREx D2 cells, calcium flux, dopamine EC80. inhibition, % at 10 µM. hit rate 2% among 340,000. AID 485344, 2010; in the data active = inhibition above about 30%; also: 0% is about no effect
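Calcium flux kinetic readout in an inducible HEK293 TREx D2 line plated overnight at 30 C. After 180 s compound exposure, an EC80 dopamine challenge follows with another 180 s kinetic read to detect antagonism.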
An asterisk follows results filed as active; ? = inconclusive; . = not tested or not shown; [ ] = remark or other dose. Unless noted, calls follow the shape of the dose curve; as a rule, active = well fitted inhibition curve with a large enough effect; inconclusive = small, poorly fitted or top-dose-only effect; inactive = no such curve, though single readings can be large or run the other way. Rows are unselected; about 3.9% have a hit in one of these screens.

SMILES	TrxR1 substrate	TrxR1 inh	TRHR agonist	TRHR PAM	mIDH1 inhibitor	PI4K2A inh	USP1-UAF1 inh	D2 ag	D2 antag
O=S(=O)(c1ccc(S(=O)(=O)N(Cc2ccco2)Cc2ccccc2Cl)cc1)N1CCCC1	-10%	-28%	-1.7	-3	10%	6	-15%	.	.
Oc1c(C(Nc2cccc(C(F)(F)F)c2)c2cccnc2)ccc2cccnc12 (centres undefined)	-14%	14µM*	-0.9	0	4%	2	-19%	0.0	15
CC(=O)Nc1c(C)cc(S(C)(=O)=O)cc1C	0%[57.1 µM]	-7%[57.1 µM]	0.4	2	4%	0	-14%	0.6	3
O=C(NCCCN1CCOCC1)c1cccnc1	-9%	-9%	0.2	-2	-1%	-1	5%	-0.7	3
COc1cccc(-c2nc(SC(C(C)=O)C(=O)N(C)C)c3c(=O)n(C)c(=O)n(C)c3n2)c1 (centres undefined)	-2%[57.1 µM]	17%[57.1 µM]	-0.2	0	-7%	-1	-3%	-0.1	.
Cc1ccc(NC(=O)[C@H](Cc2ccccc2)NC(=O)[C@@H]2Cc3ccccc3CN2)c(C)c1	-1%	18%	0.2	6	-8%	-1	-7%	-0.6	-5
O=S(=O)(C=C(c1ccccc1)c1ccccc1)c1ccccc1	8%[57.1 µM]	21%[57.1 µM]	-1.2	-1	3%	13	-13%	-0.4	-12
Brc1ccccc1/C=N/Nc1ccccn1	4%[57.1 µM]	2%[57.1 µM]	0.5	-6	3%	-1	0%	0.5	10
Cc1cc(C)n(C2CC(=O)N(c3ccc(C)c(Cl)c3)C2=O)n1 (centres undefined)	2%	26%	-1.0	2	14%	10	-18%	-1.9	3
CN(C)S(=O)(=O)c1ccc(C(=O)NNc2nc(-c3ccccc3)c3cc(Br)ccc3n2)cc1	-2%	7%	0.1	-1	-3%	61	-5%	-2.5	19
CCOC(=O)C1(Cc2cccc(OC)c2)CCCN(C(=O)c2cc(C)oc2C)C1 (centres undefined)	0%	1%	-1.0	0	-10%	3	-29%	-0.7	10
Cc1ccc(OCCCn2c(CO)nc3ccccc32)cc1	9%[57.1 µM]	12%[57.1 µM]	-0.2	0	7%	-5	-1%	-2.5	1
CCN1C(=O)S/C(=C/c2ccsc2)C1=O	-4%	1%	0.2	-1	4%	4	-6%	0.0	-32
Cn1c(=O)c2c(nc(N3CCCC3)n2C)n(C)c1=O	1%	8%	-0.1	13	5%	-6	-16%	0.5	-16
CC1CCCN(c2ncnc3c2nc2n3CCCCC2)C1 (centres undefined)	2%	18%	-0.5	0	9%	2	-20%	-1.0	.
C[C@H](NC(=O)c1[nH]cnc1C(=O)Nc1ccc(Cl)cc1)C(=O)OC(C)(C)C	-10%	9%[57.1 µM]	-0.1	9	0%	5	-8%	-2.2	-4
Cc1ccc(C(C(=O)NCc2ccc(F)cc2)N(C(=O)c2csnn2)C2CC2)cc1 (centres undefined)	2%	20%	0.4	0	-12%	-2	-4%	1.2	9
CCOc1ccc(NC(=O)CN(C)C(=O)C2CCN(c3ncnc4sc(C)c(C)c34)CC2)cc1OCC	-14%	-15%	0.6	10	3%	1	-8%	-2.0	-12
CC1CCCN(Cc2cccc(Oc3ccccc3)c2)C1 (centres undefined)	7%	10%	-0.2	0	8%	1	?	-0.7	1
CCN(CC)C(=O)[C@H]1C[C@H](CC(=O)NCCN2CCOCC2)C(=O)N2CCc3c([nH]c4cc(CCC(=O)N(C)C)ccc34)[C@]12C	2%	21%	.	.	-7%	-2	-7%	.	.

Entries of single compounds, looked up by structure. Screens in order: TrxR1 substrate | TrxR1 inh | TRHR agonist | TRHR PAM | mIDH1 inhibitor | PI4K2A inh | USP1-UAF1 inh | D2 ag | D2 antag
Profile of Cc1cc(C)n(C2CC(=O)N(c3ccc(C)c(Cl)c3)C2=O)n1 (centres undefined) = 2% | 26% | -1.0 | 2 | 14% | 10 | -18% | -1.9 | 3
Profile of CCOC(=O)C1(Cc2cccc(OC)c2)CCCN(C(=O)c2cc(C)oc2C)C1 (centres undefined) = 0% | 1% | -1.0 | 0 | -10% | 3 | -29% | -0.7 | 10

Remaining list, next part
SMILES	TrxR1 substrate	TrxR1 inh	TRHR agonist	TRHR PAM	mIDH1 inhibitor	PI4K2A inh	USP1-UAF1 inh	D2 ag	D2 antag
COc1ccccc1CNC(=O)CCc1c(C)c2cc3c(C)coc3cc2oc1=O	18%	28%	-1.3	3	-9%	6	?	-0.9	.
COCc1c(C(=O)N/N=C(\C)c2ccc(Cl)s2)nnn1-c1nonc1N	8%	7%	-1.6	-3	0%	-1	-24%	-5.1	-2
CCCCOc1ccc(C(=O)N2CCN(CCc3ccccn3)CC2)cc1	0%	12%	-0.6	-7	7%	1	-23%	-1.8	.
COc1ccc(CC(=O)OCC(=O)NC(=O)Nc2ccccc2F)cc1	-6%	-8%	0.2	-2	0%	7	-2%	0.0	10
CCOc1ccccc1Nc1nnc(-c2cc3cc(OC)ccc3oc2=O)s1	1%[57.1 µM]	12%[57.1 µM]	4.4	-2	15%	0	-26%	1.2	.
O=C(COc1ccc(/C=N/NC(=O)C(=O)N2CCCCC2)cc1)Nc1ccccc1Cl	-21%	?	-0.5	17	-9%	-1	-6%	-0.5	-4
CSc1ncccc1C(=O)N(C)CC(=O)Nc1ccc(Cl)cc1	11%	26%	0.5	-2	1%	-1	-24%	-3.0	-2
O=C(CCl)c1ccc2c(c1)CCN2C(=O)C1CC1	.	.	1.0	-1	.	.	.	1.3	-32
COc1ccc(/C=N/NC(=O)c2c(-c3ccccc3)noc2C)cc1[N+](=O)[O-]	3%	16%	0.0	7	-10%	5	-23%	0.0	-17
O=C1c2ccccc2-c2onc3c(NCCO)cc(NC4CCCCC4)c1c23	-12%	2%	-0.7	-1	2%	?	?	.	.
CC(Oc1ccccc1)C(=O)Nc1ccccc1C(=O)OCc1cc(=O)n2nc(C3CC3)sc2n1 (centres undefined)	-2%[57.1 µM]	6%[57.1 µM]	-1.9	2	-4%	2	-2%	0.1	.
CCN(CC)C(=O)c1ccccc1NC(=O)c1cccc(S(=O)(=O)N2CCC(C)CC2)c1	3%[57.1 µM]	20%[57.1 µM]	-1.1	-4	-7%	-1	?	0.5	.
O=C(NC(=S)Nc1nc2c(s1)CSc1ccccc1-2)c1ccccc1	-7%	-17%	-0.4	-2	-1%	2	-22%	-0.2	-3
O=C(N/N=C/c1ccc(O)cc1)c1cc(C2CC2)[nH]n1	2%	26%	0.0	-4	-7%	6	-23%	1.1	-21
CCOC(=O)c1sc(N)c(C(=O)OC)c1C	5%[57.1 µM]	31%[activator][57.1 µM]	-0.8	9	2%	0	-4%	-0.1	-36
CCCNC(=O)NC(=O)CSc1nncs1	8%[57.1 µM]	18%[57.1 µM]	1.0	1	3%	4	-15%	2.5	5
C=CCn1c(SCc2ccc(C(=O)OC)cc2)nnc1-c1sc(N)nc1C	-3%	-9%	-1.1	0	0%	-3	-18%	-0.7	-2
CC1CCN(C(=O)CSc2nnc3c(n2)[nH]c2ccccc23)CC1	-8%[57.1 µM]	23%[57.1 µM]	-0.9	1	1%	0	-7%	-0.8	-8
CCOc1cc(C(=O)NCc2ccccc2)ccc1OCC(=O)N1CCOCC1	1%	11%	1.2	2	2%	7	-1%	1.0	10
COc1ccc(C(=O)N/N=C/c2ccc(OC)c(COc3ccccc3)c2)cc1	-12%	-6%	1.4	4	2%	4	-12%	.	.
COc1cc(OC)cc(C(=O)N[C@H](C(=O)OCC(=O)c2ccc(F)cc2)C(C)C)c1	-8%[57.1 µM]	2%[57.1 µM]	-1.0	1	2%	4	-20%	3.7	-1
O=C(Nc1ccccc1)N1CCN(S(=O)(=O)c2ccccc2)CC1	7%	16%[57.1 µM]	0.2	-6	3%	1	-10%	.	.
CC1=C/C(=N\NC(=O)c2cccs2)CC(C)(C)C1	1%	3%	3.3	0	0%	5	-9%	0.6	-6
CCOC(CNC(=O)Cn1nc(C)c2ccccc21)OCC	1%	12%	0.4	-6	0%	-1	-22%	.	.
COc1cc(C)ccc1OCC(=O)OCC(=O)c1[nH]c(C)c(C(C)=O)c1C	5%[57.1 µM]	9%[57.1 µM]	.	.	0%	-1	-4%	.	.
CCn1c(SCC(=O)Nc2ccccc2C(=O)OC)nc2ccsc2c1=O	2%[57.1 µM]	10%[57.1 µM]	-0.1	-3	3%	2	2%	0.3	.
CC(=O)Nc1nc(C)c(CCCOc2ccc([N+](=O)[O-])cc2)c(=O)[nH]1	3%[57.1 µM]	7%[2.29 µM]	-0.7	2	8%	0	6%	-0.2	-28
CCCCN(CC(=O)Nc1c(C)cccc1CC)C(=O)SCC	7%	14%	-0.4	-2	2%	-3	-14%	0.7	14
Cc1oc(-c2ccccc2)nc1CC(=O)O	9%	14%[57.1 µM]	0.1	6	0%	5	-19%	-0.9	6
Cc1ccc(-n2ncc3c(N4CCN(CCO)CC4)ncnc32)cc1Cl	-3%[57.1 µM]	-18%[57.1 µM]	0.7	3	28%	-1	-26%	-0.4	.
O=C(O)C1CCN(C(=O)CSc2nc3cc(Cl)ccc3c(=O)n2Cc2ccccc2)CC1	-6%	-6%	-0.2	2	11%	2	-15%	-1.5	10
O=S(=O)(Nc1cc(S(=O)(=O)N2CCCC2)ccc1O)c1ccc(Cl)s1	-1%[57.1 µM]	7%[57.1 µM]	0.0	2	10%	4	-2%	-0.2	-4
